MITF inh: blocks human microphthalmia-associated transcription factor. AlphaScreen MITF homodimerization, bead proximity signal. inhibition, % at 2.6 µM. 650,000 tested, 0.91% active; in the data active = inhibition above about 50%;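 also: 0% = vehicle wells with protein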
FBW7 activator: activators of human E3 ligase FBW7; AlphaScreen FBW7–phospho-cyclin E peptide binding, activator screen; normalized activity (activation), % at 26.1 µM; 650,000 tested, 0.13% active; in the data active = normalized activity above about 1.9%;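 also: purified mutant Fbw7 with reduced substrate affinity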
Target sequence (Q969H0 whole entry, looked up): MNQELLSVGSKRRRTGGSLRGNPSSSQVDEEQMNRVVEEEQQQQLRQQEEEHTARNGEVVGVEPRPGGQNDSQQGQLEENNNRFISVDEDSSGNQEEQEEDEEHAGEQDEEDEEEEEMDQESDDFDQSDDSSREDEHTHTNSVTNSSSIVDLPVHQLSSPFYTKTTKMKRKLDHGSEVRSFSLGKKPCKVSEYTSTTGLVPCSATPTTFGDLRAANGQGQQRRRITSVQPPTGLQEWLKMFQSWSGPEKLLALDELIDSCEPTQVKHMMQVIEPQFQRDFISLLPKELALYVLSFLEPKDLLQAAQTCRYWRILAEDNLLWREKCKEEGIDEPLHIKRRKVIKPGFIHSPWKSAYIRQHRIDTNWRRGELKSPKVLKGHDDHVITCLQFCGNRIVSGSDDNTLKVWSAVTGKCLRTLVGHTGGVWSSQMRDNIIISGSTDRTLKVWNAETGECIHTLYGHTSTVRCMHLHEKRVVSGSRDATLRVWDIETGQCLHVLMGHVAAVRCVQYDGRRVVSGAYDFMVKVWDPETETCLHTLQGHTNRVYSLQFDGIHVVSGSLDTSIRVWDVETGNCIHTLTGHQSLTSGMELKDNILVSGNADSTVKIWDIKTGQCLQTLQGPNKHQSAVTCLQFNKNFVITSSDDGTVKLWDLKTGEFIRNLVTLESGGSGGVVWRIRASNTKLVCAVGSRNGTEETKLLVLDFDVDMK
GPR151 activ: activators of human GPR151. Q8TDV0. PathHunter beta-arrestin GPR151 cells, luminescence. activation, % at 11.2 µM. 650,000 tested, 1% active; in the data active = activation above about 4.9%;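 also: 0% = median of compound wells and 100% = cells with positive control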
Target sequence (Q8TDV0 whole entry, looked up): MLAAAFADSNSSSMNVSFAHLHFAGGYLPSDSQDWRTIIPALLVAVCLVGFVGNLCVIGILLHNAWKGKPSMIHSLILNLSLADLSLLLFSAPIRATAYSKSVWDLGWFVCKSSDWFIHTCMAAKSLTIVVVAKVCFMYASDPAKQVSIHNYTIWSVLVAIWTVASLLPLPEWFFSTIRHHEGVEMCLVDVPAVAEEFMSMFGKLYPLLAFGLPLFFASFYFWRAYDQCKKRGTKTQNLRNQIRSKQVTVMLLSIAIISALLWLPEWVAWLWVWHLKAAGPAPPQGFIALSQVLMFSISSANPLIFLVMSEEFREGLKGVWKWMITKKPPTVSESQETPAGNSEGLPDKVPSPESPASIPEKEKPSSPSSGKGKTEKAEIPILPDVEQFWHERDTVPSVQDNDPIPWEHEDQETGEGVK
TEAD-YAP block: TEAD-YAP interaction inhibition. 640,000 tested, 1.4% active. HEK-TIYL cells, TEAD-Gal4/YAP UAS-luciferase luminescence. inhibition, % at 9.12 µM; in the data active = inhibition above about 32%;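 also: 0% = median of test compound wells and 100% = reference inhibitor wells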
The depositor's hits bear a star; . = not tested or not shown. No enrichment for hits; any-hit rate near 3.4%.

SMILES | MITF inh | FBW7 activator | GPR151 activ | TEAD-YAP block
CO[C@H]1COC(=O)[C@@H](C)COC(=O)[C@@H](Cc2ccccc2)NC(=O)C/C=C/[C@@H]1C | 21 | 0.0 | 1.4 | .
Fc1ccccc1-c1cnc2ccc(NCc3ccc4c(c3)OCO4)nn12 | -15 | -0.5 | -0.5 | 1
COc1ccc(-c2nnc(C3CCN(S(=O)(=O)c4ccc(F)cc4)CC3)o2)cc1 | 9 | -0.1 | 0.4 | 1
CCOc1ccc(CN(C)C(=O)c2ccc(=O)[nH]c2)cc1 | 14 | 0.0 | 2.2 | 4
COc1ccc(N2CCN(C(=O)Cn3cccc3)CC2)cc1 | 15 | -0.1 | -1.8 | 10
O=C(CCC(=O)NC1CCCC1)Nc1nc(-c2cc3ccccc3oc2=O)cs1 | -8 | -0.1 | 1.1 | -4
COc1ccccc1C(=O)Nc1cccc(-c2nc3ccccc3o2)c1C | 5 | 0.1 | -0.3 | 0
CC1CCN(C(=O)COc2coc(CN3CCN(c4ccc(F)cc4)CC3)cc2=O)CC1 | -3 | 0.0 | 0.0 | -4
Oc1ccccc1-c1nc2ccc(Br)cn2c1NCC1CCCO1 (stereo unspecified) | 13 | -0.3 | 0.0 | -28
CCCC(=O)Nc1cc(OC)c(OC)cc1C(=O)O | 13 | -0.1 | 1.1 | 1
COC1=CC(=O)C(C(=O)c2ccccc2)=CC1=O | 7 | -0.3 | -0.4 | -10
O=C(NC1=NCCS1)Nc1ccc(Cl)cc1 | -5 | -0.1 | -0.1 | -79
COc1cc(=O)n2c(c1C(=O)NCc1nccs1)CCN(Cc1ccsc1)CC2 | -6 | 0.0 | 0.1 | 3
CCN=c1scc(-c2ccc(O)c(C(N)=O)c2)n1/N=C/c1ccc(OC)cc1OC | -4 | -0.2 | 0.9 | -4
Cc1ccc(NC(=O)c2c(O)c3ccccc3[nH]c2=O)c(C)c1 | 5 | 0.2 | -0.7 | -22
COc1ccccc1N=c1oc2cc(O)ccc2cc1C(=O)Nc1ccncc1 | 4 | 0.2 | -1.0 | 3
CSc1snc(SCC(N)=O)c1C#N | 11 | 0.1 | -0.3 | 0
COc1nnc(-c2ccc(C)c(S(=O)(=O)NCc3ccccc3)c2)c2ccccc12 | 9 | 0.2 | -1.0 | 2
CC1(CCc2ccccc2)NC(=O)N(CC(=O)Nc2ccc(N3CCOCC3)cc2)C1=O (stereo unspecified) | 12 | -0.1 | 1.2 | 17
COc1ccccc1-n1c(SCC(=O)NC2CCCC2)nc2c(sc(=S)n2CCc2ccccc2)c1=O | 0 | 0.0 | 1.0 | 4
COc1ccc(C(=O)Nc2ccc3c(c2)C(=O)N(C)C3=O)cc1OC | 9 | 0.0 | -0.1 | 0
Cc1cc(Nc2ccc(N3CCOCC3)cc2)nc(Nc2cccc(N(C)C)c2)n1 | 3 | -0.4 | -0.6 | 54*
O=C(Cc1ccccc1)Nc1cccc(S(=O)(=O)c2cccc(NC(=O)Cc3ccccc3)c2)c1 | -3 | 0.2 | -1.1 | 8
CCN1CCN(C(=O)CCCCCn2c(=S)[nH]c3ccccc3c2=O)CC1 | 6 | 0.8 | -0.1 | -2
COc1ccc(N2C(=O)C3C4CCC(C4)C3C2=O)cc1OC (stereo unspecified) | -5 | 0.2 | 2.3 | 0

The results go on:
SMILES | MITF inh | FBW7 activator | GPR151 activ | TEAD-YAP block
CN(C)Cc1c(O)ccc2cc(-c3nc4ccccc4[nH]3)c(=O)oc12 | 13 | 0.1 | -2.0 | -11
Nc1nc2ncc([N+](=O)[O-])cn2n1 | 17 | -0.2 | -2.5 | 1
CCOC(=O)c1[nH]c(C)c(C(=O)c2ccccc2Cl)c1C | 9 | 0.1 | 0.9 | 22
COc1ccc(-c2nc3ncnc(NCCOc4ccccc4)c3[nH]2)cc1 | 15 | -0.1 | -1.6 | -4
COc1ccc(S(=O)(=O)Nc2ccc3c(c2)CCN3S(C)(=O)=O)cc1 | 5 | -0.1 | -2.1 | 5
CC(C)n1c(=O)n(CC(=O)N2CCNC(=O)C2(C)C)c2cccnc21 | -8 | -0.1 | 0.3 | -9
CC(C)OC(=O)C(C(=O)C(F)(F)F)c1cc(NS(=O)(=O)c2ccccc2)c2ccccc2c1O (stereo unspecified) | -9 | -0.3 | -1.0 | 0
CSc1nnc2c3c(C)c(C)sc3nc(C(C)C)n12 | 1 | 0.1 | 0.1 | -1
CCOC(=O)c1ccc(CN(Cc2ccc(F)cc2)S(=O)(=O)c2ccc(F)c(C(=O)Nc3ccccc3C(F)(F)F)c2)cc1 | 5 | 0.0 | 2.0 | 0
N#Cc1ccccc1COC(=O)/C=C/c1ccc(Br)o1 | 2 | 0.2 | -0.6 | 5
Cc1cnc(Nc2ccccc2)nc1Nc1ccc(N2CCOCC2)cc1 | 3 | -0.1 | 0.8 | 62*
COC(=O)c1c(-c2ccc(Br)cc2)csc1NC(=O)c1ccoc1C | 18 | 0.4 | -1.9 | 9
COc1ccccc1-n1c(O)c(C=Nc2cccc(C)c2)c(=O)[nH]c1=O | 4 | -0.1 | 0.3 | 0
O=C(CCSCc1cccc(F)c1)NC1CCCCC1 | 1 | -0.1 | -2.4 | -42
FC(F)(F)c1cccc(-c2noc(-c3cc(-c4ccccc4)c(C(F)(F)F)s3)n2)c1 | -2 | . | 0.1 | .
Cc1cccc(N(CC(=O)O)S(=O)(=O)c2ccccc2)c1C | -17 | 0.2 | -0.1 | -12
O=C(COc1ccc([N+](=O)[O-])cc1)Nc1ccc(-c2nc3ccccc3[nH]2)cc1 | -1 | -0.1 | 0.5 | -3
Nc1nc(/C=C/c2c[nH]c3ccccc23)nc(-c2ccccc2O)n1 | 9 | -0.2 | 1.6 | 6
Cc1ccc(S(=O)(=O)NC(=O)C(=O)NS(=O)(=O)c2ccc(C)cc2)cc1 | 27 | 0.1 | 0.3 | 11
CCOC(=O)c1c(C)[nH]c(C)c1C(=O)CSc1nnc(NC2CCCCC2)s1 | 1 | 0.1 | -0.4 | 5
O=C(NCCO)c1cnc(Nc2ccc3ncccc3c2)s1 | 3 | 0.1 | -0.9 | 15
CCOC(=O)N1CCN(CC(=O)N2c3ccccc3Sc3ccccc32)CC1 | 53* | -0.2 | -0.6 | -10
CCOc1ccccc1Nc1nnc(SC(C)C(=O)NC(=O)NC2CCCCC2)s1 (stereo unspecified) | 10 | 0.2 | -0.4 | 9
C=CCNS(=O)(=O)c1cc(Cl)ccc1Cl | 3 | 0.1 | -0.1 | -3
CC(=O)c1c(C)[nH]c(C(=O)COC(=O)[C@@H]2CCCN2/C=C/C(=O)C(F)(F)F)c1C | -4 | -0.2 | 0.7 | 6

Other structures.
SMILES | MITF inh | FBW7 activator | GPR151 activ | TEAD-YAP block
O=C(Oc1cccc(Nc2ncnc3ccccc23)c1)c1cccs1 | 6 | -0.1 | -1.9 | -21
CCOC(=O)c1oc2ccccc2c1NC(=O)c1ccc(OC)cc1 | -1 | 0.0 | -0.4 | -9
C/C(=N\Nc1nc(C)cc(C)n1)c1ccc(Cl)c(Cl)c1 | 0 | 0.4 | 0.2 | -10
O=C1NC23CCCCC2C(c2ccccc2O3)C1C(=O)N1CCOCC1 (stereo unspecified) | 3 | 0.0 | 2.0 | -1
COc1ccc(C(=O)Nc2ccc(N3CCCC3)cc2)cc1Br | -2 | -0.1 | -0.7 | -11
O=C(O)CCc1ccc(-c2cccs2)n1CC1CCCO1 (stereo unspecified) | 5 | -0.1 | 0.0 | -1
CCCCOc1ccc(C(=O)OC2CC(C)N(C)CC2C)cc1 (stereo unspecified) | 6 | 0.0 | -0.9 | 3
N#C/C(=C/c1cc2c(cc1[N+](=O)[O-])OCO2)C(=O)Nc1ccc(F)cc1 | 4 | -0.2 | 0.2 | -1
Cc1ccc2c(c1)N(C(=O)CCC(=O)NC(C)c1ccccc1)CCO2 (stereo unspecified) | -3 | 1.1 | -0.7 | 5
CC(=O)OCC(=O)C1(O)CCC2C3CC=C4CC(O)CCC4(C)C3CCC21C (stereo unspecified) | -3 | 0.1 | -0.8 | -3
CC(C)n1c(N2CCC(N3CCOCC3)CC2)nc2c(N)ncnc21 | 4 | -0.1 | -0.1 | 14
COc1ccc(C2C(C#N)=C(C)NC3=C2C(=O)CC(c2ccccc2)C3)cc1 (stereo unspecified) | 3 | 0.1 | 0.8 | 20
COc1cccc(N2C(=O)c3cccc4c(N5CCCCCC5)ccc(c34)C2=O)c1 | -2 | 0.0 | 0.3 | -11
C1COCCNCCOCCN1 | -70 | 0.0 | -0.3 | 17
O=C(/C=C/c1ccc2c(c1)OCO2)Nc1ccc(Cl)cc1 | -3 | 0.1 | -0.5 | -77
COc1ccc(NC(=O)CCOc2ccc(OC)cc2)cc1 | 3 | -0.1 | -0.9 | 8
Cc1noc(C)c1C(=O)OCC(=O)N(CC(C)C)C1CCS(=O)(=O)C1 (stereo unspecified) | -6 | 0.0 | -7.7 | 4
COc1ccc(NC(=O)C(=O)NCc2ccncc2)cc1 | 1 | -0.1 | 5.1* | 4
CCOc1ccc(NC2SC(=O)N(Cc3ccc(C)cc3)C2=O)cc1 (stereo unspecified) | 2 | -0.1 | -1.4 | 4
COc1ccc(SCC(=O)NNC(=S)Nc2ccccc2)cc1 | 7 | 2.1* | 1.8 | 0
O=C(NC(=S)Nc1cccc(-c2nc3ccccc3o2)c1)c1cc2ccccc2o1 | -4 | 0.2 | 0.6 | 2
Cc1ccc(NC(=O)c2[nH]cnc2C(=O)Nc2ccccc2)cc1 | -21 | 0.1 | -0.1 | -4
COc1ccccc1NC(NC(=O)c1cccs1)C(=O)c1ccccc1 (stereo unspecified) | -4 | -0.2 | -0.6 | -1
Clc1ccccc1-c1nnc(SCc2nc3ccccc3n2CCc2ccccc2)n1-c1ccccc1 | 5 | 0.1 | 1.3 | 15
COC(=O)c1cc(Oc2nc(C)nc3sc4c(c23)CCC4)cc(C(=O)OC)c1 | -6 | 0.0 | 1.9 | -7

Other records follow:
SMILES | MITF inh | FBW7 activator | GPR151 activ | TEAD-YAP block
CCCCOc1ccc(NC(=O)CC2CCOCC2)cc1 | -4 | 0.1 | 0.1 | -23
Cc1cc(C)cc(Nc2nc(-c3cccc(C)c3)nc3ccccc23)c1 | 9 | 1.1 | -0.6 | -16
O=C(Oc1ccc([N+](=O)[O-])cc1)c1c(Cl)nsc1Cl | 26 | 0.7 | -1.3 | 1
CCOc1ccccc1NC(=O)Nc1ccc(C)cc1 | -5 | -0.2 | -0.9 | -11
COCCCN1C(=O)C(=O)/C(=C(\O)c2ccccc2)C1c1ccc(O)c(OC)c1 (stereo unspecified) | -9 | -0.1 | 0.7 | 0
O=S1(=O)CC(O)C(S(=O)(=O)c2ccccc2)C1 (stereo unspecified) | -5 | 0.0 | 0.2 | 12
CC1CN(C(=S)NC(=O)c2ccccc2)CC(C)O1 (stereo unspecified) | 7 | 0.1 | 2.1 | 1
CC(C)C(=O)NCCc1nnc2n1CCN(Cc1ccoc1)CC2 | 12 | 0.0 | 1.3 | 3
Cc1[nH]c2ccccc2c1C=Nc1ccc([N+](=O)[O-])cc1 | -7 | 0.0 | -0.1 | -11
Cc1cc2occ(CC(=O)OCc3nnc(-c4ccc([N+](=O)[O-])cc4)o3)c2cc1C | 8 | -0.1 | -0.8 | 2
COc1nc(N)c(C#N)c(-c2ccc3c(c2)OCO3)c1C#N | -13 | -0.1 | 2.4 | -8
O=C(Cn1c(=O)oc2cc(S(=O)(=O)NC3CCCCC3)ccc21)N1CCCCCC1 | 6 | 0.3 | -0.6 | -2
CCOc1ccc(/C(O)=C2/C(=O)C(=O)N(CCN(C)C)C2c2ccc(Br)cc2)cc1C (stereo unspecified) | -4 | -0.1 | 0.5 | 3
CCOC(=O)/C=C1\SCC(=O)N1CC(=O)N1CCCC(C)C1 (stereo unspecified) | -2 | 0.1 | 2.0 | 3
O=C(CCN1N=C(c2ccccc2)CCC1=O)NCc1ccc2c(c1)OCO2 | -1 | 0.0 | 7.2* | 8
O=C(NCc1cccc(C(F)(F)F)c1)c1ccc2nc(NCCN3CCOCC3)sc2c1 | 1 | 0.0 | -1.1 | -11
O=C(Cn1c(=O)oc2ccccc21)Nc1cccc(C(=O)O)c1 | -1 | -0.1 | 3.1 | 4
O=C1Nc2cc(C(=O)N3CCCC3)ccc2Nc2ccccc21 | 5 | -0.1 | -0.7 | 4

A different layout for some results above.
Results follow in this order: MITF inh	FBW7 activator	GPR151 activ	TEAD-YAP block
CCCCOc1ccc(NC(=O)CC2CCOCC2)cc1
→ -4	0.1	0.1	-23
Cc1cc(C)cc(Nc2nc(-c3cccc(C)c3)nc3ccccc23)c1
→ 9	1.1	-0.6	-16
O=C(Oc1ccc([N+](=O)[O-])cc1)c1c(Cl)nsc1Cl
→ 26	0.7	-1.3	1
CCOc1ccccc1NC(=O)Nc1ccc(C)cc1
→ -5	-0.2	-0.9	-11
COCCCN1C(=O)C(=O)/C(=C(\O)c2ccccc2)C1c1ccc(O)c(OC)c1 (stereo unspecified)
→ -9	-0.1	0.7	0
O=S1(=O)CC(O)C(S(=O)(=O)c2ccccc2)C1 (stereo unspecified)
→ -5	0.0	0.2	12
CC1CN(C(=S)NC(=O)c2ccccc2)CC(C)O1 (stereo unspecified)
→ 7	0.1	2.1	1
CC(C)C(=O)NCCc1nnc2n1CCN(Cc1ccoc1)CC2
→ 12	0.0	1.3	3
Cc1[nH]c2ccccc2c1C=Nc1ccc([N+](=O)[O-])cc1
→ -7	0.0	-0.1	-11
Cc1cc2occ(CC(=O)OCc3nnc(-c4ccc([N+](=O)[O-])cc4)o3)c2cc1C
→ 8	-0.1	-0.8	2
COc1nc(N)c(C#N)c(-c2ccc3c(c2)OCO3)c1C#N
→ -13	-0.1	2.4	-8
O=C(Cn1c(=O)oc2cc(S(=O)(=O)NC3CCCCC3)ccc21)N1CCCCCC1
→ 6	0.3	-0.6	-2
